N370S GC mod: inhibitors or activators of N370S glucocerebrosidase for Gaucher disease; 330,000 compounds, 0.092% hits; Potency, µM (series often up to 59.4 µM), for inactives: at the top dose activity change, negative = inhibition, usual class: inhibitors; P04062; N370S GC spleen homogenate, 4MU-glucoside fluorescence; AID 2101;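 note: 0% = full enzyme activity and -100% = no enzyme basal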
FEN1 inh: human FEN1 inhibition | P39748 | Recombinant FEN1 flap cleavage, fluorescence, 15 min | Potency, µM (series often up to 114 µM), inactives show at the highest dose activity change, negative = inhibition, most hits filed as inhibitors | 390,000 compounds, 0.35% hits | AID 588795; note: nearly all actives have a fitted effect of over 65% in size
Target sequence (P39748 whole entry, looked up): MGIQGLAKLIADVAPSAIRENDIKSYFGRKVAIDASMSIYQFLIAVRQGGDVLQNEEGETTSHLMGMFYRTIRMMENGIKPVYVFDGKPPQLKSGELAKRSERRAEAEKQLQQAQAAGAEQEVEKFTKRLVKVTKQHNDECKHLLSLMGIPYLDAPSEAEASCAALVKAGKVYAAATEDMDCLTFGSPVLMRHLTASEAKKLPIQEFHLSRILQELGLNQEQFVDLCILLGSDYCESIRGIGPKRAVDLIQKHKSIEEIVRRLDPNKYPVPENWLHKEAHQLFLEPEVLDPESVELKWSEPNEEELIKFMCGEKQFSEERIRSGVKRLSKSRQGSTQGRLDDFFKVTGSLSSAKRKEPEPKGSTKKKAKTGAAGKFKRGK
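Compounds are tested as a concentration series against 10 nM FEN1; after a 15 min room-temperature preincubation, 50 nM substrate starts cleavage, with plate reads at 0 and 15 min. Normalized responses are fitted by a Hill equation.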
TDP1 inh: inhibitors of human tyrosyl-DNA phosphodiesterase TDP1; Q9NUW8; recombinant TDP1, AlphaScreen DNA substrate cleavage; Potency, µM (titrated, usually from 130 µM), for the others: at the highest dose activity change, negative = inhibition, usual class: inhibitors; 350,000 compounds, 0.28% hits; note: nearly all actives have a fitted effect of over 40% in size
Target sequence (Q9NUW8 whole entry, looked up): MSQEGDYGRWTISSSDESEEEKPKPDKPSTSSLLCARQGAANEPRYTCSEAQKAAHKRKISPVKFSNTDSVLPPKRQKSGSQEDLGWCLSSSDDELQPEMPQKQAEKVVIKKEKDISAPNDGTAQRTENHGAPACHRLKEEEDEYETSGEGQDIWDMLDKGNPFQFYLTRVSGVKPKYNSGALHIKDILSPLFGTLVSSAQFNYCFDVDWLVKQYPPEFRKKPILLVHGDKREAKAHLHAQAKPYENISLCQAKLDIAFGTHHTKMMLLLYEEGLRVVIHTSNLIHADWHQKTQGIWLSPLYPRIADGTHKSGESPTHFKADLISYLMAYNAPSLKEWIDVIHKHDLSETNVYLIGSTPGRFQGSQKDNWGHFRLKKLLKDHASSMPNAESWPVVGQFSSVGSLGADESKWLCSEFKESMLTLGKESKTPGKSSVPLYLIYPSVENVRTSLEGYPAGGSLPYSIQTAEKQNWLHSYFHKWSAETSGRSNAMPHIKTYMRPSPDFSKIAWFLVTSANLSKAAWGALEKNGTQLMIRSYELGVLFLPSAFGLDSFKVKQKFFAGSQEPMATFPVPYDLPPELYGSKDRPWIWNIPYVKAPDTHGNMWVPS
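AlphaScreen read-out: signal falls as enzyme removes the 3' tyrosine-FITC from a 5'-biotinylated DNA oligo (15 nM, 5 min, RT). Enzyme was E. coli-made recombinant Tdp1 at 1 nM, exposed to compound for 15 min beforehand; beads 10 ug/ml, 10 min.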
The depositor's hits bear a star; ? = inconclusive; . = not tested or not shown; [ ] = remark or other dose. Calls come from the whole dose curve; as a rule, active = well fitted curve in the direction sought with a large enough effect; inconclusive = small, poorly fitted or top-dose-only effect, or another doubt; inactive = no such curve, though single readings can be large; an effect the other way counts as inactive or inconclusive. Unless noted, % is set by controls: 0 for no effect and ±100 for the full control effect; potency is the fitted concentration of half-maximal effect. Not a hit list. Share with any hit: about 0.57%.

Structure | N370S GC mod | FEN1 inh | TDP1 inh
COc1cccc(NC(=O)C2CCN(S(=O)(=O)c3c(C)noc3C)CC2)c1 | . | -1% | -4%[12.3 µM]
CCSc1nc2sc3c(c2c(=O)n1-c1ccc(C)cc1)CCN(C)C3 | -1% | 10% | .
COC(=O)C1=C(C)NC(C)=C(C(=O)OC)C1c1ccc2ccccc2n1 | 16% | -1% | -2%
O=C(Nc1ccc(F)cc1F)NC1CC(=O)N(Cc2ccccc2)C1 (stereo not given) | 6% | 2% | -4%[56.1 µM]
CCc1ccc(-n2c(C)cc(/C=N/NC(=O)OC)c2C)cc1 | 1% | 7% | 1%
CS(=O)(=O)Nc1ccc(S(=O)(=O)NC2CCCCC2)cc1 | 10% | -1% | .
CCOc1cc(-c2nnc(NC(=O)C3=COCCO3)o2)cc(OCC)c1OCC | -1% | -2% | .
Cc1ccc(/C=C2/CCc3c([nH]c4ccccc34)C2=O)cc1 | 23% | -3% | -2%
Nc1cccc(NC(=O)CN2CCOCC2)c1 | 2% | 5% | .
O=C(OCC1OC2C(Oc3nc(=O)ccn32)C1O)c1ccccc1 (stereo not given) | 1% | -4% | 4%
O=c1[nH]c2cc3c(cc2cc1C(c1nnnn1CC1CCCO1)N1CCCC1)OCO3 (stereo not given) | -8% | -7% | 2%
CCc1ccccc1NC(=O)CN(C)Cc1c(O)ccc2ccccc12 | 21% | 14% | 2%
CCOc1ccccc1-n1ccn(CC(=O)Nc2ccc(Br)cc2F)c(=O)c1=O | -7% | 9% | .
CCc1ccc(OCC(=O)NC(=S)Nc2ccc(C(C)=O)cc2)c(Br)c1 | 19% | -7% | 3%
COC(=O)C1(C)NC(c2ccccc2C)C2C(=O)N(c3ccc(F)cc3)C(=O)C21 (stereo not given) | -8% | 14% | .
O=C(CSc1nnnn1-c1ccc2c(c1)OCO2)NCc1cccs1 | 9% | -1% | 4%
COc1cc([N+](=O)[O-])ccc1NC(=O)NCc1ccco1 | -7% | 2% | 3%
CC(C)CC1NC(=O)N(CCCCN2C(=O)c3ccccc3C2=O)C1=O (stereo not given) | -11% | -4% | -2%
C=CCOc1cccc(C2c3c(oc4ccccc4c3=O)C(=O)N2c2ccccn2)c1 (stereo not given) | 6% | 50%[activator] | 3%
Cc1ccc(S(=O)(=O)NCc2ccncc2)cc1C(=O)NCC(C)C | -24% | 4% | 1%[56.1 µM]
CCOc1ccc(-c2nc(-c3cccnc3)no2)cc1 | 6% | -3% | 5%
COc1ccc(OC)c(-c2nnc3n(CCc4ccccc4)c(=O)c4ccccc4n23)c1 | . | -2% | 9%
CCNC(=O)c1c(NC(=O)c2cc(=O)c3ccc(C)c(C)c3o2)sc2c1CCCC2 | . | 4% | 4%
O=S(=O)(Nc1ccccc1)c1ccc(-c2csnn2)cc1 | -4% | 2% | 5%
Cc1ccc(CC(=O)Nc2cc([N+](=O)[O-])ccc2F)cc1 | -12% | -3% | -2%
Cc1ccc(N2CC(NC(=O)c3cc4ccccc4o3)CC2=O)cc1C (stereo not given) | . | -6% | 5%
O=C(C1CC1)N1CCN(c2nc3ccc(F)cc3s2)CC1 | . | 16% | 3%
CNC(=S)N/N=C/c1c(C)nn(-c2ccc(F)cc2)c1Cl | 26% | -4% | 0%
CCOC(=O)CSc1nc2cc3c(cc2c(=O)n1CCCCCC(=O)NCc1ccc2c(c1)OCO2)OCO3 | . | -3% | -2%
COc1ccc(C(CNC(=O)c2ccc(S(=O)(=O)N3CCCC3)cc2)N(C)C)cc1OC (stereo not given) | 4% | 5% | 6%
C=CCN(C(=O)c1csnn1)C(C(=O)NCc1ccc(F)cc1)c1sccc1C (stereo not given) | 2% | -4% | 5%[0.0935 µM]
O=P(O)(O)CP(=O)(O)O | -12%[2.35 µM] | . | 6%
Cc1ccc(S(=O)(=O)N2CCOCC2)cc1C(=O)Nc1c(C)n(C)n(-c2ccccc2)c1=O | 5%[2.35 µM] | 1% | 5%
CCOc1ccc(CCNC(=O)Cn2nc(CC)n3c(cc4ccccc43)c2=O)cc1 | . | 21% | -1%
CSCC[C@@H]1NC(=O)[C@@H](NC(=O)[C@H](CCCNC(=N)N)NC(=O)[C@H](CC(C)C)NC(=O)[C@H](CCSC)NC(=O)[C@H](CC(=O)O)NC(=O)[C@H](Cc2ccccc2)NC(=O)[C@@H](N)CC(=O)O)CSSC[C@@H](C(=O)N[C@@H](Cc2c[nH]c3ccccc23)C(=O)N[C@@H](CCC(N)=O)C(=O)N[C@@H](Cc2ccc(O)cc2)C(=O)O)NC(=O)[C@@H]2CCCN2C(=O)[C@H](CCCNC(=N)N)NC(=O)[C@H](Cc2ccccc2)NC(=O)[C@H](C(C)C)NC(=O)[C@H](CCCNC(=N)N)NC(=O)CNC(=O)[C@H](CC(C)C)NC1=O | -5% | . | 11%
CCc1ccc(Nc2c([N+](=O)[O-])c(=O)oc3ccccc23)cc1 | -6% | -1% | 4%
COCCn1c(=NC(=O)/C=C/c2ccccc2Cl)sc2cc(NC(C)=O)ccc21 | 11% | -8% | 3%
Cc1oc2ccc(O)c(CN(C)Cc3ccccc3)c2c1C(=O)Nc1cccc(C(F)(F)F)c1 | . | -18% | 4%
CCO[C@@H]1OC(C(=O)N2CCN(Cc3ccc4c(c3)OCO4)CC2)=C[C@H](c2cn(C(C)=O)c3ccccc23)[C@H]1CCCO | 8% | -21% | 8%
CCOc1ccc(NC(=O)Cn2c(=O)n(-c3cccc(OC)c3)c(=O)c3c4c(sc32)CCCC4)cc1 | . | -4% | 0%
Cc1cccc(NC(=O)c2cccc(S(=O)(=O)N3CCc4ccccc4C3)c2)n1 | 5% | 2% | 0%
Cc1cc2nc(-c3ccncc3)cc(C(F)(F)F)n2n1 | -24% | -5% | 0%
COCCOC(=O)C1=C(C)Nc2ncnn2C1c1ccco1 (stereo not given) | -5% | 9% | .
O=C(c1ccccc1)c1ccc2nc(N3CCN(c4ccccc4)CC3)c3nncn3c2c1 | . | -3% | 5%
COc1ccc(C(CNC(=O)c2oc3ccc(C)cc3c2C)N2CCCCC2)cc1 (stereo not given) | -22% | -20% | 3%
Cc1ccc(C23CC4CC(CC(C(=O)OCC(=O)NC5CCS(=O)(=O)C5)(C4)C2)C3)cc1 (stereo not given) | -13% | -4% | -5%
Cc1ccc2nc(Cl)c3cc(C(=O)N4CCCCC4C)sc3c2c1 (stereo not given) | . | -9% | 1%
C=CCNc1nc(N)c(C(=C(C#N)C#N)c2ccccc2)s1 | ? | -2% | 1%
Cc1ccccc1Nc1nc(N)nc(COC(=O)CC2CC3CCC2C3)n1 (stereo not given) | 3% | -21% | 3%
O=C(Nc1ccon1)C12CC3CC(C1)CC(n1cnc([N+](=O)[O-])n1)(C3)C2 | ? | -11% | 5%
Cn1cc(C=C2C(=O)CC(C)(C)CC2=O)c2ccccc21 | 15% | 4% | 1%
COc1ccc(C(=O)Nc2ccc(S(=O)(=O)N3CCOCC3)cc2)cc1OC | 1% | -11% | -4%
CCC(CC)C(=O)Nc1ccc2nc(SCC(=O)N3CCc4ccccc43)sc2c1 | . | 16% | -2%
CC(=O)c1cccc(CN2CCC(n3nccc3NC(=O)CCc3ccccc3)CC2)c1 | -4% | 1% | 4%
O=C(Nc1cccc(F)c1)/C(=C\c1cccnc1)NC(=O)c1cccs1 | 6% | 0% | 3%
COc1ccc(N2CCCC2)c(NC(=O)COc2ccccc2Cl)c1 | 1% | -12% | 15%
Cc1ccc(C)c(NC(=S)c2ccccn2)c1 | 0% | -10% | 5%
COc1ccccc1-c1nnc(NC(=O)c2ccc3ncsc3c2)o1 | 3% | 4% | 6%
O=c1nc(NCc2ccco2)sc2ncccc12 | 6% | -4% | -7%
CC(C)c1cccc(C(C)C)c1NC(=S)Nc1cccc(Cl)c1 | 4% | -3% | 0%

New compounds follow
Structure | N370S GC mod | FEN1 inh | TDP1 inh
Fc1ccccc1-c1nc(-c2ccc(-c3nn[nH]n3)cc2)no1 | . | 11% | 0%
c1ccc(-c2nnc3n2NC(c2ccc4c(c2)OCO4)S3)cc1 (stereo not given) | 8% | -8% | 7%
CC(C)CCC(CCN1CCCC1)c1ccc2c(c1)OCO2 (stereo not given) | -10% | -2% | -6%
c1ccc(-c2ccc(-c3cnc4n3CCCCC4)cc2)cc1 | ? | 18% | 12%
CCOC(=O)c1ccc(NC(=O)CN2C(=O)NC3(CCCCCC3)C2=O)cc1 | -1% | -5% | 3%
CC(C)NC(=O)N1CCCN(c2nc3ccc(Cl)cc3s2)CC1 | 11% | -4% | 5%
Cc1ccc2c(c1)c1c(c(=O)n(Cc3ccccc3)c(=O)n1Cc1ccccc1F)n2C | . | -8% | 3%
CNc1nc(Oc2ccccc2C(=O)OC)nc(SC)n1 | 3% | -6% | 5%
CCCCCC(=O)N1CC2(CC(c3cccc(NC(=O)CC)c3)=NO2)C[C@H]1C(N)=O (stereo not given in full) | -14% | -5% | 2%
CC(=O)NC(CCS(C)(=O)=O)C(=O)Nc1nccs1 (stereo not given) | -2% | 8% | 0%
CC(=O)c1ccc(OCc2cccc(C(F)(F)F)c2)cc1O | 2% | 1% | -5%
O=C(O)c1cccc(NC(=S)NCc2ccccc2)c1 | -1% | -1% | -2%
Cc1cccc(OCC(=O)Nc2ccc(N3CCCC3)cc2)c1C | -9% | -20% | 6%
CCOC(=O)c1c(C)oc2ccc(N(C(=O)Oc3ccccc3)S(=O)(=O)c3ccccc3)cc12 | . | -1% | -3%[12.3 µM]
O=c1c(S(=O)(=O)c2ccccc2)cn(Cc2cccc(F)c2)c2cc(N3CCCC3)c(F)cc12 | . | 13% | 1%
CSc1cnn(Cc2ccccc2)c(=O)c1SCc1ccccc1 | 7% | -6% | -1%
Cc1c(OC(C)C(=O)NCCCN2CCCC2=O)ccc2c3c(c(=O)oc12)CCCC3 (stereo not given) | 2% | 5% | 6%
Cc1ccc(-n2nc3c(N4CCCC(C(=O)NCc5ccc(Cl)cc5)C4)nnc(C)c3c2C)cc1 (stereo not given) | . | -4% | 3%
COc1ccc(CCCC(=O)N/N=C/c2cccc(OC)c2O)cc1C | 10% | 1% | -3%
CCn1cc(CN(C)C(=O)/C=C/c2ccc([N+](=O)[O-])cc2)c(C)n1 | 9% | -2% | 2%
O=C(O)CCc1nn2c3ccccc3nc2n(-c2ccccc2)c1=O | 3% | 4% | 5%
CCCCOC(=O)c1ccc(NC(=O)CSCc2n[nH]c(=O)[nH]2)cc1 | 2%[2.35 µM] | 6% | 4%
CN(C)c1ccc2c3c(ccc(N(C)C)c13)COC2 | 5% | -6% | .
CC1=C(C(=O)OC2CCCCCC2)C(c2cccc(F)c2F)CC(=O)N1 (stereo not given) | . | 14% | 0%
Cc1cc(=O)oc2cc(NC(=O)c3ccccc3Cl)ccc12 | ? | -9% | .
O=C1Nc2ccccc2C12OC1CCCCC1O2 (stereo not given) | 10% | 11% | 0%
Nc1c(C(=O)NCc2ccco2)sc2nc3c(cc12)C(=O)CCC3 | 8% | ? | 2%
COc1ccc(OCc2cc(C(=O)NCCc3ccccc3)no2)c(Cl)c1 | -14% | 17% | -5%
O=C(c1ccc2c(c1)OCO2)N1CCN(c2cccc(C(F)(F)F)c2)CC1 | -6% | -7% | -11%
CC(=O)Nc1ccc(S(=O)(=O)Nc2nnc(C(C)(C)C)s2)cc1 | 5% | -5% | 4%
COc1ccc(S(=O)(=O)Nc2ccccc2C(=O)N2CCCC2)cc1OC | 13% | 1% | .
COc1cc(C(=O)Nc2ccc(S(=O)(=O)NC(C)(C)C)cc2)cc(OC)c1OC | 8% | -14% | 1%
CCOC(=O)c1ccc(NC(=O)Cn2nnc(-c3ccc(C)cc3)n2)cc1 | -19% | -12% | -2%
COc1ccc2cc1Oc1ccc(cc1)C[C@H]1c3c(cc(OC)c4c3Oc3c(ccc5c3[C@H](C2)N(C)CC5)O4)CCN1C | . | ? | 10%
COC(=O)C1=C(O)/C(=C\c2cc(C)n(-c3ccccc3C)c2C)N=C1C | -5% | 0% | 7%
CC(=O)Nc1ccc(S(=O)(=O)N2c3ccccc3NC(=O)CC2C)c(Cl)c1 (stereo not given) | -5% | 7% | 1%
CCOc1ccc(S(=O)(=O)N2CCOCC2)cc1[N+](=O)[O-] | -2% | -13% | -10%

Four entries from above, as labelled records:
> COc1cc(C(=O)Nc2ccc(S(=O)(=O)NC(C)(C)C)cc2)cc(OC)c1OC
- N370S GC mod: 8%
- FEN1 inh: -14%
- TDP1 inh: 1%

> CCOC(=O)c1ccc(NC(=O)Cn2nnc(-c3ccc(C)cc3)n2)cc1
- N370S GC mod: -19%
- FEN1 inh: -12%
- TDP1 inh: -2%

> COc1ccc2cc1Oc1ccc(cc1)C[C@H]1c3c(cc(OC)c4c3Oc3c(ccc5c3[C@H](C2)N(C)CC5)O4)CCN1C
- N370S GC mod: .
- FEN1 inh: ?
- TDP1 inh: 10%

> COC(=O)C1=C(O)/C(=C\c2cc(C)n(-c3ccccc3C)c2C)N=C1C
- N370S GC mod: -5%
- FEN1 inh: 0%
- TDP1 inh: 7%

High-throughput results deposited in PubChem by National Center for Advancing Translational Sciences (NCATS).
